TNAP activators = human TNAP enzyme activators, primary screen, biochemical, luminescent, no phosphate acceptor, uHTS (AID 1001); purified TNAP, luminescent activation assay, no phosphate acceptor; higher activation fold means a stronger effect; hit rate 0.03% among 200,000; activation fold at 20 µM, or EC50 in µM where a hit was titrated; in the data active = activation fold from about 3, or a potency from the dose series; inactive = the rest, 99 in 100 with activation fold below about 1.6; note: many of its hits are not listed in these tables
PhoP inhibition = PhoP-dependent GFP reporter repression – Salmonella Typhimurium, primary screen (AID 1863) | S. Typhimurium PhoP-regulated promoter GFP reporter, 4 h; higher % means a stronger effect | inhibition, % at 50 µM, or IC50 in µM where a hit was titrated | hit rate 0.16% among 300,000;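 active = inhibition over 29.93%, a cutoff 3 SD above the screen mean, later confirmed by dose response; inconclusive = inhibition over 29.93% but no dose response follow-up; inactive = inhibition at most 29.93% or unconfirmed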;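 note: 0% = low Mg2+ inducing control and 100% = high Mg2+ repressing control; strong numbers were not always called active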
WT yeast gro inh = growth inhibition of WT yeast, mitochondrial fusion screen; hit rate 2.1% among 190,000; inhibition, % at 10 µM; mitochondrial fusion phenotypic screen, WT strain; in the data active = inhibition above about 58%; tested in S. cerevisiae
SIAH1 antagonists = Siah-1 peptide-binding antagonists, primary screen, biochemical, fluorescence polarization, rhodamine-plectin, uHTS (AID 1817) | Siah-1 / rhodamine-plectin peptide fluorescence polarization; higher % means a stronger effect | displacement, % at 20 µM, or IC50 in µM where a hit was titrated | hit rate 0.02% among 290,000;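 active = displacement of at least 50% at 20 µM, with a fluorescence ratio check between 0.3 and a set limit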;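 note: plate controls were Siah plus tracer with DMSO for no effect and tracer alone without Siah for full effect; strong numbers were not always called active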
PMI inhibition = MPI inhibition at elevated mannose 6-phosphate – biochemical, fluorescence intensity, high mannose 6-phosphate, primary screen (AID 1220); recombinant PMI enzyme, coupled fluorescence intensity; higher % means a stronger effect; inhibition, % at 20 µM, or IC50 in µM where a hit was titrated; hit rate 0.66% among 190,000
XIAP displacement = small molecules displacing peptide from XIAP – biochemical, IAP family, fluorescence polarization (AID 1018); hit rate 0.007% among 200,000; displacement, % at 20 µM, or IC50 in µM where a hit was titrated; XIAP BIR domain, fluorescence polarization peptide displacement; higher % means a stronger effect; in the data active = displacement above about 50%; note: a part of the inactive calls stands beside numbers as strong as those of hits
Myeloid diff 2 = myeloid differentiation induction; ER-HoxA9 myeloid progenitors, lysozyme-GFP differentiation, flow cytometry; calls only at 10 µM; hit rate 1% among 360,000; AID 624256;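 active = normalized GFP-positive differentiation at or above the plate's own cutoff, the solvent-only control mean plus 3 SD; inconclusive = no clear call, values can overlap the other calls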;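 note: cells exposed to compound for four days before flow analysis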
RSV CPE inhibition = RSV antiviral activity via CPE protection, HEp-2 cells, primary 10 µM value included (AID 2391) | HEp-2 cells, RSV-induced CPE inhibition; higher % means a stronger effect | CPE inhibition, % at 10 µM, or IC50 in µM where a hit was titrated | hit rate 0.13% among 310,000; in the data active = a potency from the dose series; inconclusive = CPE inhibition mostly from about 23% at the one dose, without a potency; inactive = the rest, 99 in 100 with CPE inhibition below about 21%; note: strong numbers were not always called active
human PMI inhibition = MPI enzyme activity inhibition – biochemical, fluorescence intensity, coupled assay, primary screen (AID 1209); purified PMI enzyme, coupled fluorescence intensity; higher % means a stronger effect; inhibition, % at 20 µM, or IC50 in µM where a hit was titrated; hit rate 0.42% among 190,000;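 note: plate controls were DMSO vehicle for no effect and wells lacking substrate for full effect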
WT yeast gro inh mutant strain = further read-out of WT yeast gro inh, marked with its call; inhibition, %; mitochondrial fusion phenotypic screen, mutant strain inhibition
Myeloid diff 2 GFP+ MAC1+ % = second read-out of Myeloid diff 2, no call of its own (marks repeat the call); GFP+ MAC1+ double positive, %; measured here: differentiation confirmed by MAC1 staining
The depositor's hits bear a star; i = inactive; ? = inconclusive; nt = not tested or not shown; + = active, no number. Cut-off read from the data, not from the text of the source, unless noted: active = inhibition above about 50%; inactive = the rest. Random draw from the library. About 3.1% of those tested had a hit in this group.

SMILES	TNAP activators	PhoP inhibition	WT yeast gro inh	WT yeast gro inh mutant strain	SIAH1 antagonists	PMI inhibition	XIAP displacement	Myeloid diff 2	Myeloid diff 2 GFP+ MAC1+ %	RSV CPE inhibition	human PMI inhibition
COc1ccc(C2=NN(C(C)=O)C(c3ccccc3)C2)cc1 (stereo not given)	nt	-4%	nt	nt	3%	nt	nt	i	0.3	1.7%	nt
Cc1ccc(N=C(N)N=C(N)N)cc1	nt	-11%	nt	nt	1%	nt	nt	+	12*	0.1%	nt
CC(C)Cc1nnc(NS(=O)(=O)c2ccc(Cl)cc2)s1	1.1	6%	-2	-2	4%	2%	-0.5%	i	3.5	1.9%	4%
Oc1ccc(/C=N/n2cc(-c3ccccc3)[nH]c2=S)cc1	1	4%	16	-9	12%	13%	1.5%	i	0.4	3.3%	12%
CCOC(=O)/C(Sc1nc(-c2ccccc2)cc(-c2ccccc2)c1C#N)=C(\C)O	nt	-2%	nt	nt	10%	nt	nt	i	0.4	0.7%	nt
CC(C)=CC(=O)OCC(=O)NC(=O)NC(C)(C)C	1.1	23%	-2	-7	3%	5%	-0.1%	i	1.4	1.1%	12%
CCOc1ccc(NS(=O)(=O)c2ccc(-c3ccc(=O)[nH]n3)o2)cc1	nt	-11%	nt	nt	3%	nt	nt	i	3.0	2.7%	nt
CCOC(=O)C(CC)n1nc(C)n2c(cc3occc32)c1=O (stereo not given)	1.1	8%	-11	2	0%	8%	-8.8%	i	0.4	3.7%	16%
CCn1c(NCc2ccco2)nc2ccccc21	1.1	6%	-13	-2	0%	-7%	-2.9%	i	1.2	1.4%	-8%
O=C1OC(c2cccc([N+](=O)[O-])c2)C2(CCCC2)C(=O)C12CCCCC2 (stereo not given)	1	1%	51	14	2%	17%	-8.6%	i	0.3	2.2%	25%
CC1CC(C)CN(CCOc2cccc3ccccc23)C1 (stereo not given)	nt	8%	nt	nt	8%	nt	nt	i	0.2	1.2%	nt
COc1cccc2cc(C(=O)N3CCN(c4ccccc4F)CC3)c(=O)oc12	1.1	18%	9	27	0%	1%	-4.7%	i	0.7	2.4%	4%
O=C(Nc1ccc(S(=O)(=O)Nc2nccs2)cc1)c1cc(-c2ccccc2Cl)nc2ccccc12	1	29%	-10	-2	2%	10%	-7.2%	i	0.7	18%	6%
COc1ccccc1CNc1ccc2c(c1)CCC2	nt	3%	nt	nt	12%	nt	nt	+	16*	4.3%	nt
CCN1CCN(c2ccc(NC(=O)c3ccco3)cc2)CC1	nt	-1%	nt	nt	2%	nt	nt	i	0.6	-1.2%	nt
COc1cc(C(=O)Nc2cccc(-c3nc4ncccc4o3)c2C)cc(OC)c1OC	1.1	-7%	8	-9	5%	13%	-1.4%	i	1.1	0.3%	2%
O=c1oc2ccc3ccccc3c2cc1-c1nnc(-c2ccccc2)o1	1.1	0%	3	-9	-3%	-6%	-5.4%	i	0.9	0.4%	-2%
COc1cc(C(=O)N2CCCN(c3nc4cc(C)ccc4cc3C#N)CC2)cc(OC)c1OC	1.1	nt	nt	nt	0%	-8%	0.7%	nt	nt	-0.5%	3%
COc1cccc(CN2CC(C(=O)NCc3cccc(N4CCCC4)c3)CCC2=O)c1 (stereo not given)	nt	-1%	nt	nt	1%	nt	nt	i	1.2	1.0%	nt
O=C(O)c1nsc(Cl)c1Cl	1.1	-6%	-7	0	4%	4%	-12%	i	0.8	4.2%	-1%
CC(=O)Nc1ccc(S(=O)(=O)Oc2ccc(/C=N/N=C3/NC(=O)C(CC(=O)O)S3)cc2)cc1 (stereo not given)	1.1	1%	-2	12	3%	-1%	-3.4%	i	0.3	2.8%	4%
COc1ccc(/C=C(\C#N)C(=O)NCC(c2ccc(F)cc2)N2CCOCC2)cc1 (stereo not given)	nt	10%	nt	nt	3%	nt	nt	i	0.4	-2.3%	nt
O=C(NCCN1CCNC1=O)C1CCC(=O)N(Cc2cccc(C(F)(F)F)c2)C1 (stereo not given)	nt	-4%	nt	nt	1%	nt	nt	i	1.5	0.0%	nt
COc1cc(CO)cc(Br)c1OCC(=O)Nc1cccc2ccccc12	1.1	-3%	1	-23	9%	11%	-6.1%	i	0.4	3.1%	4%
Cc1ccsc1/C=N/NS(=O)(=O)c1ccc([N+](=O)[O-])cc1	1.1	-7%	3	20	2%	-9%	-3.7%	i	0.6	2.4%	-22%
COc1cccc(/C=C2/SC(=S)N(CC(=O)NNC(=O)c3ccccc3O)C2=O)c1	nt	0%	nt	nt	-6%	nt	nt	i	0.5	-0.3%	nt
CC1CCC(C(C)C)C(OCC(O)CNC(C)c2ccccc2)C1 (stereo not given)	1.1	8%	67*	18*	2%	4%	-4.8%	i	0.8	?	8%
N#CCCN(Cc1cccnc1)S(=O)(=O)c1ccc(S(=O)(=O)N2CCCCCC2)cc1	1	2%	9	-10	-4%	2%	-5.2%	i	5.3	3.9%	0%
CC(C)CC(=O)NC(=S)Nc1ccccc1C(F)(F)F	1.1	8%	-6	-26	9%	15%	-2.5%	i	0.4	0.2%	30%
O=S(Cc1ccc(Br)cc1)Cc1nnc(SCc2c(Cl)cccc2Cl)n1-c1ccccc1 (stereo not given)	1.1	8%	48	-11	1%	18%	-9.9%	i	4.5	-1.2%	17%

(further entries)
SMILES	TNAP activators	PhoP inhibition	WT yeast gro inh	WT yeast gro inh mutant strain	SIAH1 antagonists	PMI inhibition	XIAP displacement	Myeloid diff 2	Myeloid diff 2 GFP+ MAC1+ %	RSV CPE inhibition	human PMI inhibition
CC(=O)Nc1ccccc1C(=O)C(=O)Nc1ccc(C(=O)N2CCOCC2)cc1	1	7%	-2	-2	3%	-26%	-5.9%	i	0.1	0.4%	-30%
CC1CCCCN1S(=O)(=O)c1ccc(NC(=O)c2ccco2)cc1 (stereo not given)	1.1	15%	20	22	6%	-5%	-4.1%	i	1.5	1.6%	-3%
COc1ccc(Cl)cc1C(=O)Nc1ccc(OCC(=O)N2CCOCC2)cc1	nt	-6%	nt	nt	-5%	nt	nt	i	1.5	1.1%	nt
CCOC(=O)C1CCCN(C(=O)c2cn(C)c3ccc(S(=O)(=O)N4CCCC4)cc3c2=O)C1 (stereo not given)	1.1	-3%	17	17	-2%	-4%	-6.7%	i	1.6	3.3%	-2%
O=C(OCc1nc2ccccc2s1)c1ccccc1O	1	13%	23	-2	-3%	2%	-2.3%	i	0.5	-1.1%	3%
O=C(NC1CCCC1)C1CCC(CNS(=O)(=O)c2ccccc2)CC1 (stereo not given)	nt	1%	nt	nt	2%	nt	nt	i	3.0	0.3%	nt
CCn1c(-c2cc3c(C(F)(F)F)nn(C)c3s2)n[nH]c1=S	0.9	3%	12	16	1%	0%	-2.1%	i	1.4	-2.0%	5%
Cc1ccc(-c2csc3nc(SCC(N)=O)n(Cc4ccccc4)c(=O)c23)cc1	1.1	5%	35	11	14%	11%	-6.0%	i	0.2	6.0%	13%
C=CCOc1ccc(CNc2ccc3[nH]c(=O)[nH]c3c2)cc1OC	1.1	3%	1	18	4%	nt	-2.4%	i	0.7	nt	81%*
COC(=O)C1=C(C)N(Cc2ccc(OC)cc2)C(=O)/C1=C\c1ccco1	nt	-6%	nt	nt	7%	nt	nt	i	0.4	4.5%	nt
Cc1c(Cl)cccc1NC(=O)NC1CCCCC1	1.2	3%	-3	1	6%	4%	-1.6%	i	1.1	4.8%	5%
CCCOc1ccc(CCc2n[nH]c(=S)n2Cc2ccccc2)cc1	0.6	-1%	-5	-2	-1%	14%	-3.3%	i	0.2	1.5%	14%
OCCCN=C1CCCc2c1[nH]c1ccc(Cl)cc21	nt	-12%	nt	nt	4%	nt	nt	i	0.7	-1.6%	nt
O=C(CSc1nc2nccnc2c(=O)n1Cc1cccs1)Nc1ccccc1	nt	1%	nt	nt	-2%	nt	nt	i	6.7	3.5%	nt
O=C(c1cnccn1)N(Cc1cccs1)C1(C(=O)NC2CCCCC2)CCCCC1	1.1	1%	-4	-24	4%	0%	-1.4%	i	0.2	15%	7%
O=C(O)CCNc1ccc(NCCC(=O)O)c2c1C(=O)c1ccccc1C2=O	nt	9%	nt	nt	70%	nt	nt	i	0.4	1.3%	nt
CCCNC(=S)Nc1ccccc1	nt	-7%	nt	nt	0%	nt	nt	i	0.2	2.3%	nt
CCN1CCN(S(=O)(=O)c2ccc(C(C)(C)C)cc2)CC1	nt	4%	nt	nt	0%	nt	nt	i	1.2	0.4%	nt
COc1ccc(COC(=O)C2=C(C)NC(=O)NC2c2cc(Br)c(O)c(OC)c2)cc1 (stereo not given)	nt	5%	nt	nt	-8%	nt	nt	i	0.4	5.8%	nt
COc1cc(C(c2c(O)nc(SC)[nH]c2=O)c2c(O)nc(SC)[nH]c2=O)cc(OC)c1OC	nt	-7%	nt	nt	-3%	nt	nt	i	0.3	0.9%	nt
CCn1c(SCC(=O)Nc2c(C)n(C)n(-c3ccccc3)c2=O)nc2c1c(=O)n(C)c(=O)n2C	1.1	-3%	-9	-17	12%	2%	-5.4%	i	0.4	-1.3%	-8%
N#CC(c1ccccc1)c1cccc(Cl)n1 (stereo not given)	1.1	7%	-8	2	0%	-7%	-4.1%	i	0.2	-0.3%	-5%
Cc1nc(NCCc2ccccc2)c2oc3ccccc3c2n1	1.1	-3%	39	52	6%	12%	0.5%	i	0.6	0.3%	14%
CNC(=O)C1CCN(S(=O)(=O)c2c(C)noc2/C=C/N(C)C)CC1	nt	11%	nt	nt	-6%	nt	nt	i	3.4	0.2%	nt
CCOc1ccc(N2C(=O)CC(NCC#N)C2=O)cc1 (stereo not given)	nt	-3%	nt	nt	0%	nt	nt	i	0.5	-0.1%	nt
COc1ccc(S(=O)(=O)N2CCC(CN3C(=O)c4cccc5cccc(c45)C3=O)CC2)cc1	1.2	-23%	-6	18	-3%	8%	-4.4%	i	0.6	3.3%	13%
COC(=O)CCCC(=O)N1CCC(n2nccc2NC(=O)CCOc2ccccc2)CC1	nt	1%	nt	nt	1%	nt	nt	i	0.8	0.2%	nt
C=CCc1cc(Cl)ccc1OCCCNC(C)C	1.1	25%	12	15	9%	9%	-3.1%	i	1.3	-0.8%	7%
N#Cc1ccc(C(=O)OCC(=O)Nc2ccc(S(N)(=O)=O)cc2)cc1	nt	1%	nt	nt	8%	nt	nt	i	0.2	1.5%	nt
Cc1[nH]nc2cn[nH]c12	1.1	-3%	0	5	-3%	0%	-5.9%	i	14	2.1%	7%
Cc1cnc(NC(=O)COc2ccccc2Cl)s1	1.1	7%	14	-5	7%	4%	-0.6%	i	5.7	0.3%	2%
CC(/C=N/Nc1nnc(C)c(=O)[nH]1)=C\c1ccccc1	1.1	26%	-4	-12	-5%	14%	-3.8%	i	5.6	5.7%	17%

Screening data as filed in PubChem.
